Screens: PubChem, National Center for Advancing Translational Sciences (NCATS)
Apoferritin bind: candidate novel general anesthetic via apoferritin binding | apoferritin/1-aminoanthracene competitive binding, fluorescence | Potency, µM (top dose mostly 77.5 µM), for the others: at the highest dose activity change, negative = displacement, actives largely listed as inhibitors | P02791 | AID 485281 | 350,000 compounds, 0.074% hits; further: potency means the concentration at half of the fitted maximal effect; on the % scale 0 is the no-effect control and ±100 the full control effect; nearly all actives have a fitted effect of over 20% in size
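Apoferritin-based anesthetic binding model; compound displacement of fluorescent 1-AMA measured as endpoint fluorescence after 10 minutes at room temperature, scaled to free-ligand and complex controls.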
BLM inh: blocks DNA unwinding by human BLM helicase | recombinant BLM DNA unwinding, fluorescence dequenching | Potency, µM (highest dose often 56.1 µM), without a hit: top-dose activity change, negative = inhibition, most hits filed as inhibitors | P54132 | 350,000 compounds, 0.2% hits;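 further: potency means the concentration at half of the fitted maximal effect; plate controls were vehicle for no effect and no enzyme for full effect; nearly all actives have a fitted effect of over 35% in size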
ERG Ets-DNA blk: inhibitors of human ERG Ets domain-DNA interaction; 370,000 compounds, 0.028% hits; fluorescence polarization, His-ERG Ets domain / labelled DNA; Potency, µM (doses to about 76.9 µM), inactives show at the highest dose FP activity, negative = inhibition, most hits filed as inhibitors; AID 624246; active means well fitted inhibition curve with a large enough effect in the polarisation, with a control signal flat; inconclusive means small, poorly fitted or top-dose-only effect, or effect the other way, or a change in a side signal; inactive means no such curve, though single readings can be large or run the other way; the % refers to the polarisation;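 further: polarization taken with two DNA probes labelled with fluorescein and Texas red; potency means the concentration at half of the fitted maximal effect; % of control where 0% means no effect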
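His-tagged ERG Ets domain (1 uM in the protein solution; 300mM KCl, 50mM Tris-HCl, 1mM EDTA, 1mM DTT, pH 7.5) received compound, then a probe mix of 5 nM fluorescein-DNA and 100nM Texas-615-DNA. Fluorescence polarization was read for both dyes.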
Pol kappa inh: DNA polymerase kappa (human) inhibition; Q9UBT6; purified Pol kappa, fluorescent DNA synthesis assay, 10 min; Potency, µM (doses to about 107 µM), inactives show at the top dose activity, negative = inhibition, actives largely listed as inhibitors; 400,000 compounds, 0.53% hits; AID 588579; further: potency means the concentration at half of the fitted maximal effect; on the % scale 0 is the no-effect control and ±100 the full control effect
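Kinetic fluorescence readout at 0 and 10 min followed reaction start with substrate at 50 nM final. Beforehand, enzyme (10 nM Pol kappa) stood 15 min with compound at room temperature; buffer-only wells were negative controls.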
POLB inh: inhibitors of human DNA polymerase beta; Potency, µM (top dose mostly 114 µM), for the others: at the top dose activity change, negative = inhibition, usual class: inhibitors; Pol beta primer extension/strand displacement, fluorescence kinetic; 340,000 compounds, 1.3% hits; P06746; further: potency means the concentration at half of the fitted maximal effect; on the % scale 0 is the no-effect control and ±100 the full control effect
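Kinetic readout of DNA synthesis with strand displacement by Pol beta. Compound and 10 nM enzyme sit 15 min at room temperature; 50 nM substrate starts the reaction, read immediately and at 10 min.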
12-LOX inh: inhibitors of human 12S-lipoxygenase ALOX12. P18054. purified 12hLO, xylenol orange hydroperoxide absorbance. Potency, µM (series often up to 108 µM), inactives show at the highest dose activity change, negative = inhibition, most hits filed as inhibitors. 580,000 compounds, 1.1% hits. AID 1671190; further: potency means the concentration at half of the fitted maximal effect; on the % scale 0 is the no-effect control and ±100 the full control effect
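Hydroperoxide product was detected by ferrous iron/xylenol orange as the 573 to 405 nm absorbance ratio. Arachidonic acid at 40 uM (final) was turned over for 30 min at room temperature by 150 nM human 12hLO, pH 7.0 Hepes buffer, after 15 min compound preincubation.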
TRHR agonist: agonists of human TRH receptor | TRHR cells, calcium flux fluo-8, FDSS agonist mode | activation, % at 2 µM | 360,000 compounds, 0.18% hits | AID 493084; in the data active means activation above about 30%; further: 0% is about no effect
Target sequence (P34981 whole entry, looked up): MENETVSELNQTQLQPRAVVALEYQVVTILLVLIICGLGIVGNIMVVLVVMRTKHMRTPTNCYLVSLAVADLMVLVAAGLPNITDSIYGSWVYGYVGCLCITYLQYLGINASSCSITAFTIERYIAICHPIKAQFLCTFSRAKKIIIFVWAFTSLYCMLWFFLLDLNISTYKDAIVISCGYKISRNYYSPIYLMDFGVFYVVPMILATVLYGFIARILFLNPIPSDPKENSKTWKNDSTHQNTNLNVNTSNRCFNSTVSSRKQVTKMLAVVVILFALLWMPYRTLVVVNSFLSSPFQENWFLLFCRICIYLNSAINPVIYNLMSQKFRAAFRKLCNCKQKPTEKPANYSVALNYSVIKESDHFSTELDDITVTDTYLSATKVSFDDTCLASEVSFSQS
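TRHR-expressing cells loaded with fluo-8 calcium dye; 23 nL library compound pin-transferred, kinetic FDSS fluorescence (Ex 480/Em 530) recorded about 180 s for agonist-induced calcium release, before a 10 nM TRH EC20 addition for potentiator mode.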
APEX1 inh: APE1 (human) endonuclease inhibition | Potency, µM (doses to about 65.8 µM), without a hit: at the top dose activity change, negative = inhibition, hits mostly inhibitors | recombinant APE1, TAMRA/BHQ-2 abasic DNA cleavage fluorescence | 350,000 compounds, 0.35% hits;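 further: potency means the concentration at half of the fitted maximal effect; plate controls were vehicle for no effect and reference inhibitor for full effect; nearly all actives have a fitted effect of over 55% in size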
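Enzyme (0.75 nM final) and test compound are incubated 15 min at room temperature before adding 50 nM quenched THF abasic-site duplex. Cleavage dequenches TAMRA, followed at 525/598 nm over three reads one minute apart.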
Pol iota inh: DNA polymerase iota (human) inhibition; Q9UNA4; Pol iota fluorescent replication assay, 10 min; Potency, µM (highest dose often 115 µM), inactives show top-dose activity, negative = inhibition, usual class: inhibitors; 390,000 compounds, 1% hits; AID 588590; further: potency means the concentration at half of the fitted maximal effect
Target sequence (Q9UNA4 whole entry, looked up): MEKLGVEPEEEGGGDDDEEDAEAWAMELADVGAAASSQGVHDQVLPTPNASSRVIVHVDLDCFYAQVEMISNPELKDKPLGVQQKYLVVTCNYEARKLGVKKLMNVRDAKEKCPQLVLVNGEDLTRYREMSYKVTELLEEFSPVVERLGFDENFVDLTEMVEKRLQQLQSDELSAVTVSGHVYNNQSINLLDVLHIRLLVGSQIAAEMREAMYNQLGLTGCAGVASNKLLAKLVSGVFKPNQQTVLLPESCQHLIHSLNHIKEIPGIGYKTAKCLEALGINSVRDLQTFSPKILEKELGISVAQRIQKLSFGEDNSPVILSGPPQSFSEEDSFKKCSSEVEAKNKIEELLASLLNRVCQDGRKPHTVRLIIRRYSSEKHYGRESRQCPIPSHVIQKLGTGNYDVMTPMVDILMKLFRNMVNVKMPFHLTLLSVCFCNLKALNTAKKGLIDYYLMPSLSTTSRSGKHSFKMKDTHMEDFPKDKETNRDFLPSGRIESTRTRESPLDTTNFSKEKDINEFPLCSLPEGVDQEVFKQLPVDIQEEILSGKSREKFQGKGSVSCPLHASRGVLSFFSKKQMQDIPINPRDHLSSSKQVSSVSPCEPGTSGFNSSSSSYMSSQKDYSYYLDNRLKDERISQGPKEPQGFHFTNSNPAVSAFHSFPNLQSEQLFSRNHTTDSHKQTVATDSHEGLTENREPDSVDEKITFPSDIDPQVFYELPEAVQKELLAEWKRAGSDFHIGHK
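Fluorescent replication assay read twice, at 0 min and 10 min after adding 50 nM (final) substrate. Enzyme (10 nM) and compounds were first incubated 15 min at room temperature; enzyme-free buffer wells were negative controls.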
Starred values were filed as active, the others as inactive; ? = inconclusive; nt = not tested or not shown; & = joins results of further samples; [ ] = remark or other dose. Unless noted, the call rests on the fitted dose curve; in most records, active means well fitted curve in the direction sought with a large enough effect; inconclusive means small, poorly fitted or top-dose-only effect, or another doubt; inactive means no such curve, though single readings can be large; an effect the other way counts as inactive or inconclusive. An excerpt; rates above refer to the full screens.

Apoferritin bind,BLM inh,ERG Ets-DNA blk,Pol kappa inh,POLB inh,12-LOX inh,TRHR agonist,APEX1 inh,Pol iota inh,SMILES
-3.8%,0.0%,-11.5%,-9.7%,?,-8.5%,-0.8,-9.3%,2.4%,COC(=O)c1[nH]c2cc(OC)ccc2c1NC(=O)c1ccc2c(c1)OCO2
-4.8%,-0.9%,0.3%,-0.4%[60.1 µM],-5.5%,-17.3%,0.1,nt,-4.6%,COC(=O)c1ccc(OCC2c3cc(OC)c(OC)cc3CCN2C(=O)C(C)C)cc1 (stereo not drawn)
-11.5%,-8.5%,-7.7%,16.7%,1.3%,-8.4%,-0.2,19.8%,33.8%,CN(CCNC(=O)c1ccc(CS(=O)(=O)c2ccc(Br)cc2)o1)CCc1ccccc1
0.0%,-15.6%,-0.9%,-18.2%,-17.1%,-12.6%,-0.4,3.5%,2.6%,COCc1cc(C)nc2sc(C(=O)OC(C)C)c(N)c12
nt,nt,-1.1%,-6.7%,nt,-6.7%,nt,nt,-23.4%,COc1cc(C(=C(CC(=O)O)C(=O)O)c2ccc3c(c2)OCO3)cc(OC)c1OC
-1.1%,1.0%,nt,0.1%,-17.4%,91.7%[activator],-0.2,-3.0%,-7.4%,CC(=O)C1=C(C)NC(SCC(N)=O)=C(C#N)C1c1sccc1C (stereo not drawn)
2.2%,-6.4%,-19.6%,5.3%,-3.1%,0.0%,0.1,nt,-0.1%,CCOc1ccc(CCNC(=O)c2cc3c(=O)n(CC)c4ccccc4c3s2)cc1OCC
?,-5.6%,9.0%,6.9%,32.3%,5.7%,0.3,14.3%,34.4%[activator],CCOC(=O)N1CCC(Nc2c(N3CCN(c4cccc(C(F)(F)F)c4)CC3)c(=O)c2=O)CC1
nt,nt,-9.7%,-18.5%,nt,?,0.6,-13.1%,?,Cc1cnc(C(=O)OCC(=O)Nc2ncc(Cl)cc2Cl)cn1
?,-1.0%,5.2%,-13.6%,13.9%,2.6%,-0.6,23.3%,11.3%,O=C1CSC(c2cccc(F)c2)N1c1c(F)cccc1F (stereo not drawn)
-5.7%,-0.6%,8.0%,3.7%,7.1%,10.3%,0.4,-2.7%,43.7%,COC(=O)CN1C(=O)COc2ccc(S(=O)(=O)N3CCCCCC3)cc21
-14.1%,-7.7%,-0.9%,-5.1%,-8.1%,-4.0%,0.5,2.4%,30.1%[activator],C/C(=N/N=C1/NC(=O)CC(C(=O)Nc2ccccc2)S1)c1cccs1 (stereo not drawn)
nt,-6.7%,nt,-13.0%[19.4 µM],nt,?,nt,9.8%,nt,Oc1cc2c(c(Cl)c1O)CCNC[C@H]2c1ccccc1
nt,nt,6.3%,-10.1%,nt,3.3%,-0.5,35.6%,3.6%,O=C(Nc1nnc(C2CC2)s1)C1CCCCC1
-8.1%,-10.1%,-6.8%,-26.8%,-23.9%,?,-0.5,69.6%[activator],99.4%[activator],COc1ccccc1N1CCN(Cc2cc3c(cc2Br)OCCO3)CC1
16.7%,-12.6%,-5.2%,-12.3%,-0.9%,?,20.1,7.6%,9.0%[58.9 µM],Cn1c(-c2c(N)n(CCc3ccccc3)c3nc4ccccc4nc23)nc2ccccc21
-8.9%,85.3%[activator],0.8%,-7.1%,3.8%,5.3%,0.9,nt,16.3%,Cc1ccc2nc(Cl)c3cc(C(=O)NCCCN4CCC(C)CC4)sc3c2c1
-0.8%,2.5%,-0.5%,-11.4%,-6.4%,-15.9%,0.2,-0.5%,53.8%[activator],Cc1c(NC(=O)CSc2ncccn2)c(=O)n(-c2ccccc2)n1C
-12.3%,-4.8%,11.0%,6.8%,?,?,-0.8,22.9%,14.1µM*,O=C(/C=C/c1cccs1)Nc1sc2c(c1C(=O)O)CCCC2
nt,nt,46.6%[activator],-20.3%,nt,-66.9%,0.0,20.0%,-18.4%,CSc1ccccc1C(=O)N1CCN(S(=O)(=O)c2sc(C(=O)O)c(C)c2C(=O)O)CC1
-14.9%,-0.1%,-1.7%,3.3%,-27.7%,2.5%,1.3,3.4%,17.8%,NCCCN1CCOCC1
-10.0%,-2.3%,nt,-5.9%[60.1 µM],6.7%,2.7%,-1.5,-8.0%,11.0%,Cc1cc(NC(=O)c2oc3ccccc3c2C)ccc1-n1cnnn1
?,-11.1%,0.4%,28.2µM*,7.94µM*,nt,-0.4,0.8%,?,O=C(CSc1ccc(Cl)cc1)c1ccco1
0.7%,-2.5%,6.8%,-0.6%,-0.3%,149.7%[activator],-0.9,-5.0%,3.3%,COCc1nn2c(N)c(C#N)cnc2c1-c1ccccc1
-5.3%,-3.9%,11.4%,4.2%,16.0%,-4.9%,-0.3,15.4%,34.7%[activator],O=C(CN1C(=O)CSc2ccc(S(=O)(=O)N3CCOCC3)cc21)NCc1ccc(F)cc1
-13.6%,-8.7%,1.1%,-6.0%,-0.5%,-4.6%,0.8,-5.7%,4.2%,Cc1ccc(C(=O)Nc2ccccc2-c2ccccc2)cc1S(=O)(=O)Nc1cccc(C)c1C
-13.5%,-16.9%,-3.9%,-2.7%,?,?,0.6,nt,12.3%,COc1ccc(-c2nc3cc(NC(=O)Cc4ccc(Cl)cc4)ccc3o2)cc1OC
nt,nt,7.0%,3.9%,nt,342.7%[activator],0.1,10.2%,25.6%,Cc1ccc(NC(=O)CSc2nnnn2C2CCCC2)cc1S(=O)(=O)N1CCOCC1
-6.3%,1.4%,5.4%,-23.5%,26.0%,-21.1%,0.9,15.3%,26.4%,CCOC(=O)c1c[nH]c2c3c(ccc2c1=O)CCCC3
-10.2%,-4.0%,48.5%[activator],-6.6%,0.1%,-14.9%,-1.9,48.6%[activator],31.7%[activator],COc1ccc(Cl)cc1NC(=O)CN(C)S(=O)(=O)c1cccs1

Complete entries, looked up by structure. Screens in order: Apoferritin bind	BLM inh	ERG Ets-DNA blk	Pol kappa inh	POLB inh	12-LOX inh	TRHR agonist	APEX1 inh	Pol iota inh
Record of COC(=O)c1[nH]c2cc(OC)ccc2c1NC(=O)c1ccc2c(c1)OCO2 → -3.8%	0.0%	-11.5%	-9.7%	?	-8.5%	-0.8	-9.3%	2.4%
Record of CSc1ccccc1C(=O)N1CCN(S(=O)(=O)c2sc(C(=O)O)c(C)c2C(=O)O)CC1 → nt	nt	46.6%[activator]	-20.3%	nt	-66.9%	0.0	20.0%	-18.4%

(list continues)
Apoferritin bind,BLM inh,ERG Ets-DNA blk,Pol kappa inh,POLB inh,12-LOX inh,TRHR agonist,APEX1 inh,Pol iota inh,SMILES
-12.5%,-11.1%,4.9%,-14.7%,0.8%,-18.6%,-0.4,2.7%,15.7%,COc1ccccc1CC(=O)Nc1cccc2c1CCCC2
-6.3%,-10.1%,0.1%,-24.4%,-2.0%,0.8%,-0.6,1.1%,14.6%,O=C(CCNC(=O)c1ccccc1Cl)Nc1ccc2c(c1)OCO2
?,-2.2%&-0.4%,9.3%&8.1%,-9.6%,15.0%&6.4%,1.3%&-7.3%,-0.9&-0.9,22.0%,?,Cc1cccc(CS(=O)(=O)Cc2ccc(C(=O)NCCc3ccccc3)o2)c1
nt,nt,-12.7%,-2.9%,nt,-0.1%,nt,-30.0%,7.4%,C=CC[C@@H](CC(=O)N(CCO)Cc1ccccc1)C(=O)N[C@H](COC(=O)[C@H](CC=C)CC(=O)OC(C)(C)C)Cc1c[nH]c2ccccc12
?,-4.9%,-1.6%,-8.1%,-4.7%,?,0.3,0.9%,?,C/C(N)=C(/C#N)C(=O)CSc1nnnn1-c1ccc(C)cc1C
-1.4%,1.6%,-6.5%,1.2%,?,-4.7%,0.2,17.2%,18.4%,COc1ccc(C(=O)Nc2ccc(Cn3ccnc3)cc2)cc1OC
7.7%,-0.1%,4.2%,5.4%,41.9%,?,-0.7,40.4%[activator],9.6%,COc1cc(NS(=O)(=O)c2ccc(NC(=S)NC(=O)c3ccc(Br)cc3)cc2)ncn1
nt,nt,9.4%,-11.3%,nt,20.9%,-0.4,19.7%,6.8%,CC(=O)Nc1ccc(S(=O)(=O)N(C)CC(=O)OCC(=O)N2CC(C)OC(C)C2)cc1 (stereo not drawn)
-3.0%,-6.1%,4.2%,-0.9%,7.0%,6.5%,-1.6,14.5%,?,COc1ccc(CNC(=O)c2cc(=O)c3cc(C)c(C)cc3o2)cc1
-19.4%,-2.0%,2.5%,15.4%,-0.7%,-15.8%,-0.5,73.1%[activator],18.2%,COc1ccc(-c2nc(CS(=O)(=O)CC(=O)NC3CCC(C)CC3)c(C)o2)cc1 (stereo not drawn)
3.2%,-11.0%,6.0%,-5.4%,1.9%,0.0%,0.5,64.1%[activator],1.7%,COC(=O)c1ccccc1NC(=O)CN1CCN(Cc2ccccc2)CC1
-22.1%,-3.9%,11.8%,-4.2%,9.5%,-16.2%,-1.8,27.3%,-17.8%,CC(C)(C)c1ccc(NC(=O)CCNC(=O)c2ccco2)cc1
2.6%,-2.5%,-2.0%,16.9%,0.1%,0.0%,-1.0,-2.3%,21.9%,Nc1ncc([N+](=O)[O-])c(Oc2ccccc2F)n1
-1.3%,3.8%,-18.2%,3.2%,-7.4%[57.1 µM],-13.2%,-0.8,1.9%,33.6%[activator],CCOc1ccccc1N(C(=O)Nc1ccc(Cl)cc1)C1=NCCS1
-20.5%,-3.0%,4.9%,-5.7%,-8.3%,-2.6%,nt,0.1%,16.6%,CCCC(=O)Nc1sc(C)c(-c2ccc(C(C)CC)cc2)c1C#N (stereo not drawn)
-6.5%,-1.5%,-5.3%,-19.8%,14.7%,0.0%,-0.4,-11.6%,2.9%,CCc1nc2ccccc2c(=O)n1NC(=O)c1c(O)c2ccccc2[nH]c1=O
-19.2%,1.2%,-0.2%,-20.6%,1.1%,0.0%,-0.3,-0.8%,0.0%,O=C(NCCc1ccccn1)c1ccc(S(=O)(=O)N2CCCCCC2)cc1
6.7%,-3.1%,11.4%,-0.8%,-7.0%,-37.0%,-0.3,0.1%,-17.3%,Cn1nnnc1SCC(=O)N1CCCc2ccccc21
